PP1 inh: PP1-alpha (human) inhibition in PP5 counter-screen; P62136; purified PP1alpha, OMFP fluorescence; inhibition, % at 6.7 µM; hit rate 0.9% among 320,000; AID 2235;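 active means inhibition above the mean inhibition of all tested compounds plus 3 SD, computed separately for each screening campaign, cut at about 15% in these data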
PP5 primary: inhibitors of human protein phosphatase 5 (PP5); purified PP5c, OMFP substrate fluorescence; inhibition, % at 6.7 µM; hit rate 0.18% among 320,000; AID 1987;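 active means inhibition above the campaign's mean inhibition across all tested compounds plus 3 SD, cut at about 9.5% in these data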;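 further: 0% = DMSO only and 100% = 100 µM cantharidin control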
HCV core dimer: blocks dimerization of HCV core protein; inhibition, % at 5 µM; TR-FRET GST/Flag-core106 dimerization, 1536-well; hit rate 0.33% among 300,000;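 active means inhibition above the mean of all tested compounds plus 3 SD, set per screening campaign, cut at about 45% in these data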
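test system = GST/Flag-tagged HCV core106 proteins | probe or stimulus = Eu donor and XL665 acceptor anti-tag antibodies | times = compound-protein-antibody incubation 4 h at 22.5 °C | signal = TR-FRET, excitation 340 nm, emission 617 and 671 nm | measure = percent inhibition of core106 dimerization signal | controls = wells lacking GST-core106 and wells with excess unlabelled core106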
Fh CTSL1 inh: counter-screen for PFM18AAP inhibitors: inhibitors of F. hepatica cathepsin L1; recombinant F. hepatica cathepsin L1, Z-Leu-Arg-MCA fluorescence; inhibition, % at 5.96 µM; hit rate 0.49% among 300,000; AID 1906;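 active means inhibition above the mean of all tested compounds plus 3 SD, set per screening campaign, cut at about 17% in these data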;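 further: 0% = plate median of test compound wells and 100% = 1 µM Z-Phe-Ala-diazomethylketone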
GRK2 aptamer HTS: human GRK2 inhibition via aptamer displacement. bead flow cytometry, FAM-aptamer displacement from GRK2. inhibition of aptamer binding, % at 10 µM. hit rate 0.59% among 330,000. AID 488847;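 active means inhibition of aptamer binding above 40%, roughly 3 SD of noise, on plates passing a quality check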;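 further: median bead fluorescence of bound FAM aptamer so fluorescent compounds give negative values; no value below 0 was filed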
Target sequence (P25098 whole entry, looked up): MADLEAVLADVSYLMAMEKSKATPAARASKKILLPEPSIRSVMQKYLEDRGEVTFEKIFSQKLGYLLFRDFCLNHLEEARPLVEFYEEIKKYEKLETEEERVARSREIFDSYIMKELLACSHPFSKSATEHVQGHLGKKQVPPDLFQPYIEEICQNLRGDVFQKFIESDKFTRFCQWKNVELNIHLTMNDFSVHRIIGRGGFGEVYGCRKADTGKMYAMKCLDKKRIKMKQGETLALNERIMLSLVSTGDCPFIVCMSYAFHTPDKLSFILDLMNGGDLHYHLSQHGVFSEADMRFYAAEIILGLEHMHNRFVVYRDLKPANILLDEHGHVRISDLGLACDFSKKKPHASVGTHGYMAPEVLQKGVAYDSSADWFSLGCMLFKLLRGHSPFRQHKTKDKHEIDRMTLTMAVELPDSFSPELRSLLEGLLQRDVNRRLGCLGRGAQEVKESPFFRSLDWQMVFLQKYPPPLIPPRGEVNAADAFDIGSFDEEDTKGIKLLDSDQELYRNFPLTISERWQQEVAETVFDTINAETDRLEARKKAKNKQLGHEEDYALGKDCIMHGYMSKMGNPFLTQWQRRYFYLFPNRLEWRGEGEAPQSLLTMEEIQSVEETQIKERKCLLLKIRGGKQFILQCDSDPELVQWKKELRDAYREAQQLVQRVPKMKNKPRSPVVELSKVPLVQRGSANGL
VLA-4 inh: inhibition in a human VLA-4 binding assay | P13612 | VLA-4 expressing cells, ligand binding flow cytometry | inhibition, % (about 7 µM as worked out from the volumes in the protocol) | hit rate 0.2% among 330,000 | AID 2557; in the data active means inhibition above about 50%
proCasp7 act: activates human procaspase-7, counter-screen for procaspase-3 activators; P55210; recombinant procaspase-7, Ac-DEVD-pNA absorbance 405 nm; D23A/D198A/D206A triple mutant, cannot self-cleave; scale: DMSO 0, 5 µM enzyme 100; activation, % at 8.5 µM; hit rate 0.093% among 330,000;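 active means percent activation above the screen-wide mean plus 3 SD, cut at about 25% in these data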
Target sequence (P55210 whole entry D23A/D198A/D206A): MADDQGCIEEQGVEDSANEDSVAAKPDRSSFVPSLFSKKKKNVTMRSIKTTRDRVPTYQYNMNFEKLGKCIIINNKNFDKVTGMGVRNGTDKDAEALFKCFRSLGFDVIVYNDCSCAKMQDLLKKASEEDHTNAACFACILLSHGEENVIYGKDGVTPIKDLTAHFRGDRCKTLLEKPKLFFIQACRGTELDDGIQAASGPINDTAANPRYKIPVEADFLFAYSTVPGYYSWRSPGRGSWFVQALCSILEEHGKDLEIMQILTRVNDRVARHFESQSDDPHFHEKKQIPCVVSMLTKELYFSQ
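System: Uncleavable procaspase-7 mutant enzyme; Amount: 2 µM procaspase-7 mutant as dispensed; Schedule: 1 h compound preincubation, 2 h substrate cleavage, 25 °C; Measured by: 405 nm absorbance of p-nitroaniline; Evaluation: percent activation from buffer-corrected 0–120 min absorbance change; Control set: low DMSO alone, high DMSO plus 5 µM PC-7.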
procasp3 activ: procaspase-3 (human) activation | P42574 | recombinant procaspase-3 D3A, Ac-DEVD-pNA absorbance 405 nm | activation, % at 8.5 µM | hit rate 0.11% among 330,000 | AID 463141;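 active means activation above the mean of all tested compounds plus 3 SD, cut at about 21% in these data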;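 further: 0% = DMSO alone and 100% = DMSO wells spiked with extra 5 µM PC-3 D3A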
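Assay system – Procaspase-3 D3A mutant, all three cleavage aspartates alanine · Controls – DMSO-only low control, 5 µM PC-3 D3A high control · Schedule – 1 h compound preincubation, 2 h substrate hydrolysis at 25 °C · Signal – 405 nm absorbance of p-nitroaniline, reads at 0 and 120 min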
JMJD2C inh: human JMJD2C demethylase inhibition; Q9H3R0; GST-JMJD2C(1-420) H3K9me3 demethylation, DELFIA europium; inhibition, % at 2.35 µM; hit rate 0.069% among 330,000; AID 2099;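 active means more than half of a compound's replicate wells show inhibition beyond 50%, single wells judged on their own value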;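 further: signal counts dimethyl H3K9 product captured on neutravidin plate; 0% = median of DMSO wells and 100% = 0.3 times that DMSO median; strong numbers were not always called active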
* hit, by the source's call; nt = not tested or not shown.

SMILES	PP1 inh	PP5 primary	HCV core dimer	Fh CTSL1 inh	GRK2 aptamer HTS	VLA-4 inh	proCasp7 act	procasp3 activ	JMJD2C inh
Cc1c(-c2cccc(NC(=O)c3cccs3)c2)nc2ncccn12	4.7	3.0	6.9	-3.5	10.0	6.6	6.4	2.9	1.3
C=CCNC(=O)NC(=O)CN1C(=O)NC(c2ccccc2)(c2ccccc2)C1=O	2.4	0.6	-1.4	-0.7	4.0	5.7	-14.5	1.4	-0.6
CC1(C)CC(O)CC(C)(C)N1CC(O)COCc1ccccc1 (centres undefined)	-1.5	-2.5	-10.9	-0.9	0.0	8.2	-1.8	2.8	-18.7
COc1ccccc1NC(=O)c1sc(NC(=O)c2ccco2)c(C#N)c1C	-1.5	0.0	-4.4	2.7	0.0	-6.0	-2.3	6.7	3.1
CCOc1cccc(NC(=O)c2cnccc2C(F)(F)F)c1	-3.6	-0.6	0.3	2.0	2.0	5.9	0.9	6.1	1.4
c1ccc(-c2nn3c(-c4ccco4)nnc3s2)nc1	0.6	1.9	2.6	-1.5	3.0	-9.1	0.5	-2.4	3.6
CC(=O)c1cccc(N(CC(=O)Nc2ccccc2C(=O)N2CCCC2)S(C)(=O)=O)c1	-2.5	1.3	5.4	1.1	0.0	12.5	0.1	-2.5	2.9
CC(C)(C)OC(=O)C[C@H]1C/C=C\C[C@@H](CC(=O)N(CCO)Cc2ccccc2)C(=O)N[C@H](Cc2c[nH]c3ccccc23)COC1=O	nt	nt	nt	nt	4.0	-8.6	4.9	-4.5	-81.8
CCOCCCn1c(SCC(=O)/C(C#N)=C(\C)N)nc2ccccc2c1=O	-4.4	3.2	-4.7	-0.1	0.0	26.0	12.4	12.4	-0.3
CCN(CC)c1ccc(CNc2nc3ccccc3n2C)cc1	-1.1	0.0	-0.3	-5.5	0.0	9.9	-8.4	-7.6	-8.5
COc1ccccc1NC(=O)C1CCCN1C(=O)Nc1ccc(F)cc1 (centres undefined)	-3.1	-3.0	-15.9	-2.4	2.0	11.5	2.4	10.3	11.3
Cc1cc(-c2nnc3n2N=C(c2ccccc2)CS3)n[nH]1	-3.1	-2.1	-5.9	3.2	2.0	-2.3	1.2	-3.0	-10.7
O=C(c1ccc(Cl)cc1)N1CCCCC(Cl)C1=O (centres undefined)	-8.5	-2.0	2.2	1.7	2.0	4.0	9.8	4.4	1.0
CC(C)N1CCN(Cc2ccc(-c3ccccc3Cl)o2)CC1CCO (centres undefined)	-2.3	1.8	-1.6	-0.3	0.0	12.0	0.2	-3.5	2.5
O=C(CNS(=O)(=O)c1cccs1)Nc1ccc2c(c1)OCCO2	-0.3	0.5	-10.7	3.9	16.0	-51.9	-4.4	9.9	-4.0
Oc1[nH]c(=S)sc1/C=C1\C(c2ccccc2)=Nc2ccccc21	1.3	0.1	-5.9	2.9	0.0	-98.3	-26.9	-33.9	13.6
COc1ccc(NC(=O)c2cccc(S(=O)(=O)N3CCOCC3)c2)cn1	-0.1	0.2	-6.5	-6.3	1.0	12.0	4.7	-4.5	3.6
C=C(Cl)COC(=O)C1C2C=CC(C2)C1C(=O)O (centres undefined)	-1.4	2.1	-2.6	-7.1	2.0	-0.4	7.3	7.2	-5.9
CCN(Cc1ccccc1)c1ccc(/C=N/NS(=O)(=O)c2ccc(C)c([N+](=O)[O-])c2)cc1	-2.5	2.5	12.5	-0.9	0.0	26.5	-3.1	-0.8	-0.6
O=C(c1ccccc1)N1CCN(CCc2ccccn2)CC1	-4.6	0.7	5.8	-2.2	0.0	44.4	18.0	1.8	21.6
COc1ccccc1N1CCN(C2CCCN(C(=O)c3cc(C4CC4)on3)C2)CC1 (centres undefined)	-0.4	1.4	-2.7	-0.6	3.0	2.3	2.6	1.7	6.9
Cc1cc(C)c(NC(=O)CNC(=O)COC(=O)Cc2ccccc2C)c(C)c1	-1.8	0.7	nt	nt	0.0	9.9	-6.3	-2.0	8.1
CCCN1C2CCCC1CC(NC(=O)Nc1ccc(C(C)C)cc1)C2 (centres undefined)	-3.8	0.8	2.7	-2.0	0.0	4.4	-5.4	-4.3	-4.9
Cc1ccc(CN2C(=O)CSc3ccc(C(=O)NCCN4CCOCC4)cc32)cc1	-0.1	2.5	-0.2	15.5	3.0	12.2	4.7	0.2	-12.0
Nc1c(-c2ccc(F)cc2)cnc2ncnn12	-1.8	-0.6	0.4	0.1	0.0	26.5	-0.7	6.0	7.4
CCOC(=O)c1cnc2c(ccc3ccccc32)c1Cl	1.6	1.0	0.6	0.7	1.0	12.1	0.7	0.5	5.2
COC(=O)c1ccc(C2C(C(=O)Nc3ccc(C)cc3C)=C(C)Nc3ncnn32)cc1 (centres undefined)	1.9	0.4	-1.6	1.7	5.0	-11.6	6.4	5.1	3.6
O=C(NC1CCCC1)C(c1ccncc1)N(C(=O)Cc1cccs1)c1ccccc1 (centres undefined)	1.9	3.3	5.1	-0.5	3.0	25.9	1.6	11.6	-7.2
Cn1nnnc1SCC(=O)Nc1ncc(Cl)cc1Cl	-1.7	-1.5	-1.7	-0.7	0.0	7.4	-5.2	2.5	-6.1
C#CC(C)(C)NC(=O)c1ccccc1OC	-2.2	0.7	-2.0	-4.5	2.0	16.7	-1.1	-6.4	4.7
Cc1ccc(NC2OC(C(O)CO)C(O)C2O)cc1[N+](=O)[O-] (centres undefined)	-2.4	0.3	-2.1	-1.8	2.0	22.1	10.4	1.4	-8.9
COc1ccc(C(=O)N2CCCCCC2)cc1OC1CCN(C(C)C)CC1	-3.6	-0.1	-4.4	-0.6	1.0	8.6	13.7	7.6	8.2
COC(=O)CCC(=O)OC1(C)C(=O)C2=CN(C3CC3)C(c3ccc(OC)cc3)=CC2=C(Br)C1=O (centres undefined)	3.3	11.5*	8.0	1.0	18.0	17.9	-23.5	-7.6	3.7
COc1ccc(C(C)=O)c(Oc2nc(CN3CCOCC3)nc3scc(-c4cccs4)c23)c1	1.3	0.0	21.2	4.3	2.0	-5.9	-3.8	-17.2	8.6
O=C(/C=C/c1cccs1)N1CCC2(CC1)Oc1ccc(Cl)cc1C(=O)C21CC(c2ccc(Cl)cc2)=NO1 (centres undefined)	14.3	1.6	33.6	3.9	1.0	39.2	-1.0	-1.2	2.9
Cc1nn(C(=O)N2CCOCC2)c(C)c1CN1C(=O)c2ccccc2C1=O	-1.6	-1.0	-0.2	0.8	0.0	-7.5	2.9	-2.7	-9.4
CCSc1nc2c(c(=O)[nH]1)C(c1cccnc1)C(C(=O)OC(C)C)=C(C)N2 (centres undefined)	-2.3	0.1	-6.7	4.8	2.0	-3.4	-2.4	5.2	2.2
CCS(=O)(=O)Nc1ccc(-c2cc(-c3ccccc3)c3cc(C)ccc3n2)cc1	6.3	6.8	-5.6	8.2	2.0	-4.4	8.2	-3.6	-2.4
COc1ccc(C)cc1NC(=O)CCS(=O)(=O)c1cccc2nonc12	-1.0	2.0	0.5	-1.4	2.0	-4.0	9.4	-5.6	0.6
CC1=C/C(=C/N(C)C)C(=O)O1	0.6	-1.4	-0.7	-0.4	2.0	2.0	3.7	0.2	6.4

Some of these compounds in order of count of non-hydrogen atoms, low to high:
SMILES	PP1 inh	PP5 primary	HCV core dimer	Fh CTSL1 inh	GRK2 aptamer HTS	VLA-4 inh	proCasp7 act	procasp3 activ	JMJD2C inh
CC1=C/C(=C/N(C)C)C(=O)O1	0.6	-1.4	-0.7	-0.4	2.0	2.0	3.7	0.2	6.4
Nc1c(-c2ccc(F)cc2)cnc2ncnn12	-1.8	-0.6	0.4	0.1	0.0	26.5	-0.7	6.0	7.4
CCOC(=O)c1cnc2c(ccc3ccccc32)c1Cl	1.6	1.0	0.6	0.7	1.0	12.1	0.7	0.5	5.2

(continued)
SMILES	PP1 inh	PP5 primary	HCV core dimer	Fh CTSL1 inh	GRK2 aptamer HTS	VLA-4 inh	proCasp7 act	procasp3 activ	JMJD2C inh
Cc1c(Br)c([N+](=O)[O-])nn1CC(=O)N1CCCc2ccccc21	-4.8	-1.4	-1.0	-2.4	7.0	10.9	16.5	-5.5	1.6
Cc1ccccc1OCCn1c(CCNC(=O)C(C)C)nc2ccccc21	-3.2	0.0	-1.6	-4.8	3.0	15.2	-3.2	-1.0	13.9
CCN(C[C@H]1N[C@@](CC)(C(=O)OC)[C@H]2C(=O)N(Cc3ccccc3)C(=O)[C@@H]12)C(=O)c1ccc(C)cc1	nt	nt	nt	nt	0.0	-23.4	4.1	10.3	nt
COc1ccc(CCNS(=O)(=O)c2cccc([N+](=O)[O-])c2)cc1	-1.1	-2.1	0.1	-0.5	0.0	9.3	2.3	-3.0	-16.9
CCN(c1ccccc1)S(=O)(=O)c1ccc(Cl)c(C(=O)N2CCCC2)c1	-1.9	3.4	nt	nt	4.0	-12.3	2.2	8.2	8.7
COc1cc(C(C)=O)ccc1OCCCN1CCC(Cc2ccccc2)CC1	-4.2	-0.7	8.5	0.6	0.0	19.8	14.6	-7.3	0.6
COc1cccc(C2NC(=O)NC(C)=C2C(=O)Nc2ccc(C)cc2)c1OC (centres undefined)	0.0	2.7	-0.4	-3.9	0.0	4.4	-9.9	-0.4	0.7
Cc1c(Cl)cccc1NC(=O)CN1CCN(CCO)CC1	-6.5	2.9	-4.5	-0.8	1.0	-1.3	9.5	4.8	3.5
COc1ccc(C2NC(=O)CS2)cc1 (centres undefined)	1.3	-4.5	23.1	6.5	0.0	-10.4	0.0	1.1	nt
O=C(Nc1cccc(F)c1)c1cc(-c2ccco2)nc2ccccc12	17.0*	1.1	3.2	3.2	3.0	-0.2	-36.4	-17.0	9.3
CCOc1ccccc1NC(C)C(=O)NC(=O)NC1CCCCC1 (centres undefined)	-2.8	-1.5	nt	nt	0.0	0.0	10.7	2.9	nt
COc1ccc([C@@H]2C[C@H](c3ccccc3)Oc3cc(OC)c(OC)c(OC)c32)cc1	-0.3	3.1	9.1	-0.2	0.0	1.3	9.4	2.1	10.1
O=C(CSc1nc2ccccc2[nH]1)N1CCN(c2ccc(F)cc2)CC1	-0.1	0.8	-3.0	0.4	0.0	-8.0	3.6	1.1	23.0
CCOc1ccccc1NS(=O)(=O)c1c(C)noc1C	-2.3	-2.5	0.7	-2.5	3.0	5.2	0.8	4.0	7.6
Cc1ccc(S(=O)(=O)NCC(=O)OCC(=O)N2CC(C)OC(C)C2)cc1 (centres undefined)	nt	nt	nt	nt	2.0	6.3	-2.8	-8.9	-9.8
COc1ccccc1C(=O)N1CCN(Cc2cccnc2)CC1	-0.1	2.3	1.3	-3.5	7.0	7.3	-3.0	11.7	-24.4
COc1ccc2c(c1OC)C(=O)N(c1cccc(/C=C/C(=O)O)c1)C2	0.4	-0.1	0.9	1.7	1.0	7.5	8.2	-3.8	-4.8
Brc1ccc(Oc2ncc(CN3CCN(c4ccccc4)CC3)s2)cc1	-1.9	-2.9	2.2	3.5	0.0	0.0	1.2	7.2	1.2
COc1ccc(NC(=O)CN(c2ccc([N+](=O)[O-])cc2)S(=O)(=O)c2ccccc2)cc1	1.6	6.6	-3.0	1.0	0.0	23.2	-9.9	3.1	-2.0

Rows were taken by chance; any-hit rate near 2.6%.
